Screening data: PubChem, several laboratories
HDAC3 inhib – blocks human histone deacetylase 3; 320,000 tested, 0.15% active; O15379; inhibition, % at 8.3 µM; recombinant HDAC3, fluorogenic peptide/trypsin coupled, fluorescence; in the data active = inhibition above about 26%, passing the limit was not always enough; inconclusive = no clear call, values can overlap the other calls
Target sequence (O15379 whole entry, looked up): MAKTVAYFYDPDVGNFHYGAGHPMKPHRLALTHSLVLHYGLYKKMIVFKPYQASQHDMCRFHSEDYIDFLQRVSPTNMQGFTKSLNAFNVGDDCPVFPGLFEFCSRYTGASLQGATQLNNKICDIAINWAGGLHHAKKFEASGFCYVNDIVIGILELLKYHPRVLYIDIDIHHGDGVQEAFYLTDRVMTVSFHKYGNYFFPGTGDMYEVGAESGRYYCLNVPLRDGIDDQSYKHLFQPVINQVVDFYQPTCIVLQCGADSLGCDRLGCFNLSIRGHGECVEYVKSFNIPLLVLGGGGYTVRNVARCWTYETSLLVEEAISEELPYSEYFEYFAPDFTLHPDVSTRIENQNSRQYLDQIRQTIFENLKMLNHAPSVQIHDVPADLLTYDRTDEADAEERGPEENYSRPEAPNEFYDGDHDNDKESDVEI
MrgX1 PAM – allosterically activates human MrgX1 receptor signaling; Q96LB2; MrgX1-HEK293, Fluo-4 calcium flux, FDSS; active compounds read high; B-score at 10 µM; 310,000 tested, 0.63% active; AID 588675;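 active = plate-corrected calcium response at least 3 library SD above typical, normal starting fluorescence, not activating the receptor alone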;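 note: compound read alongside a low EC10 to EC30 dose of BAM8-22 agonist; peak minus trough fluorescence over baseline measured at the second addition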
Target sequence (Q96LB2 whole entry, looked up): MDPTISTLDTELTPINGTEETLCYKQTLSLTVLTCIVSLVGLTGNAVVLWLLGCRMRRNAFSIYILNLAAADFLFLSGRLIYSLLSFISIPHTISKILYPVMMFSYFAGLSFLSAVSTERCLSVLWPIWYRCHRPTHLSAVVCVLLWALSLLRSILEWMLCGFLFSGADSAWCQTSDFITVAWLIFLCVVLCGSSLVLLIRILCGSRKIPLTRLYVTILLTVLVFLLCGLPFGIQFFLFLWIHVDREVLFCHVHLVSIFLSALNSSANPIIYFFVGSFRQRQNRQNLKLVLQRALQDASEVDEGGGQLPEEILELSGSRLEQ
TRPC6 activator – activates the mouse TRPC6 cation channel | Q61143 | HEK293-TRPC6 membrane potential dye fluorescence; active compounds read high | B-score at 10 µM | 310,000 tested, 0.13% active | AID 2550;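 active = B-score of the integrated fluorescence ratio above library mean plus 3 SD, and starting fluorescence ratio within library mean plus 5 SD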;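 note: higher score means more depolarization so channel activation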
MrgX1 antag – antagonists of human MrgX1 receptor | MRGX1-HEK293 calcium flux, Fluo-4, BAM8-22 antagonism; active compounds read low | B-score at 10 µM | 310,000 tested, 1.3% active | AID 588676;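 active = calcium-response B-score plate-corrected more than 3 library SD below zero, starting fluorescence within 5 deviations, no agonist response on first addition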;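 note: peak minus trough fluorescence over baseline after final BAM8-22 challenge near maximal dose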
TMEM16A inh – blocks the mouse calcium-activated chloride channel TMEM16A; Q8BHY3; HEK293 TMEM16A/YFP iodide influx fluorescence, ionomycin; normalized B-score (activity score, 25-100; higher = stronger inhibition) at 10 µM; 310,000 tested, 1.2% active; AID 588511;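 active = ratio plate-corrected score three or more library SD toward inhibition, starting fluorescence score within five deviations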;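 note: score derived from kinetic fluorescence span divided by baseline fluorescence per well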
SKKanGAS inh – blocks kanamycin growth of S. pyogenes SKKanGAS strain; BacTiter-Glo, 6 h; inhibition, % at 7.5 µM; 300,000 tested, 1.3% active;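 active = mean replicate score, as percent of positive control median, at least 50; inconclusive = mean below 50 but one replicate at or above 50; inactive = mean and every replicate below 50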;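 note: strain carries kanamycin resistance gene driven by streptokinase promoter and grows in 40 µg/ml kanamycin; loss of luminescence reflects streptokinase promoter inhibition or plain growth inhibition; 0% = median of DMSO wells and 100% = positive control at its reference dose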
TRPC6 inh – mouse TRPC6 channel inhibition | Q61143 | 310,000 tested, 1.1% active | AID 2553 | HEK293-TRPC6, membrane potential dye, ACh-evoked depolarization; active compounds read low | B-score at 10 µM;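 active = B-score under library mean minus 3 SD, initial fluorescence not abnormally high, positive integrated signal ratio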;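 note: B-score derived from integrated fluorescence ratio over the kinetic read; more negative B-score means stronger inhibition of depolarization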
MrgX1 agonist – activates human MrgX1 receptor signaling. Q96LB2. MrgX1-HEK293 cells, Fluo-4 calcium fluorescence, agonist mode; active compounds read high. B-score at 10 µM. 310,000 tested, 0.44% active. AID 588627;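 active = calcium response B-score plate-corrected fluorescence ratio at least 3 library SD, with starting fluorescence B-score inside 5 SD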
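System – MrgX1-expressing HEK293 cells · Incubation – cells plated overnight, dye loaded 0.5 h 37 °C, 0.5 h room temperature · Technique – kinetic Fluo-4 NW fluorescence of intracellular calcium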
ANO1 activ – mouse TMEM16A channel activation, primary screen | 340,000 tested, 0.3% active | AID 623877 | B-score at 10 µM | HEK293 TMEM16A/YFP-H148Q/I152L, iodide quench fluorescence; active compounds read low;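 active = fluorescence-ratio B-score plate-corrected deviation score at least 3 library SD below zero, with starting fluorescence score within 5 deviations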;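 note: channel opened by trigger with iodide after compound preincubation; score built on the fluorescence ratio of max minus min over baseline; more negative score means more quench and so TMEM16A activation or potentiation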
RGS4 block – inhibitors of human RGS4; P49798; HEK293 M3R/RGS4 inducible, Fluo-4 calcium flux; active compounds read high; triggered by carbachol at its EC20; B-score at 10 µM; 310,000 tested, 0.45% active; AID 463165;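 active = B-score, a plate-corrected calcium signal, over three deviations above library mean, with baseline fluorescence within five deviations of library mean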;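 note: RGS4 expression induced by doxycycline in cells with stable M3 receptor; B-score is computed from the integrated fluorescence ratio over baseline after carbachol; higher B-score means a larger calcium signal and so more RGS4 inhibition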
Target sequence (P49798 whole entry, looked up): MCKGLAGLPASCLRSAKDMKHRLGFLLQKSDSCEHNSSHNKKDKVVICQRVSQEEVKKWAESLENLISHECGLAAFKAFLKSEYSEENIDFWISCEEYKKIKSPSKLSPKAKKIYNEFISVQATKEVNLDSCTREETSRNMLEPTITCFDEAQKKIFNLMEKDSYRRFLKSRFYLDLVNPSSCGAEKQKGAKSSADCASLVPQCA
RGS4 pot – RGS4 potentiation or activation. HEK293 M3R/inducible RGS4, carbachol calcium flux Fluo4; active compounds read low. 310,000 tested, 0.92% active. B-score at 10 µM. AID 463111;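 active = B-score of the integrated calcium signal more than 4 SD below the library mean, with starting fluorescence not abnormally high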;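 note: negative B-score means reduced calcium response which marks RGS4 activation or potentiation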
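test system = M3R-expressing HEK293 line, RGS4 induced by doxycycline | probe or stimulus = carbachol at ECmax as muscarinic agonist stimulus | timing = dye loading 30 min 37 °C, buffer rest 30 min RT | signal = calcium dye Fluo4 fluorescence | evaluation = B score from integrated fluorescence ratio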
* marks the source's active call; other numbers are inactive results; i = inactive; ? = inconclusive; · = no result given.

| compound | HDAC3 inhib | MrgX1 PAM | TRPC6 activator | MrgX1 antag | TMEM16A inh | SKKanGAS inh | TRPC6 inh | MrgX1 agonist | ANO1 activ | RGS4 block | RGS4 pot |
| --- | --- | --- | --- | --- | --- | --- | --- | --- | --- | --- | --- |
| CCn1ncc(/C=C/C(=O)NCc2cnn(C)c2C)c1C | -2 | i | i | i | i | 3 | i | i | i | i | i |
| CC(=O)Nc1ccc(NC(=O)c2sc3nc4n(c(=O)c3c2C)CCCCC4)cc1 | 7 | i | i | i | i | 10 | i | i | i | i | i |
| CN(C)C(=O)CSc1nnc(-c2cc(-c3cccs3)nc3ccccc23)o1 | -2 | i | i | i | i | 34 | i | i | i | i | -8.3* |
| Cc1[nH]c2ccccc2c1/C=N/NC(=O)c1cccc(Br)c1 | 1 | i | i | i | i | -6 | i | i | i | i | i |
| COc1cc(NC(=S)NCCN2CCOCC2)cc(OC)c1 | ? | i | i | i | i | 2 | i | i | i | i | i |
| CC(C)(C)c1ccc(NC(=O)COC(=O)C2=COCCO2)cc1 | 2 | i | i | i | i | -2 | i | i | i | i | i |
| COc1cccc2cc(-c3ccccc3)oc12 | -18 | i | i | i | i | -2 | i | i | i | i | i |
| Cc1nn(Cc2ccccc2Cl)c(C)c1NC(=O)/C=C/c1cnn(C)c1 | 0 | i | i | -4.6* | i | 5 | i | i | i | i | i |
| Cc1cc(/C=N/NC(=O)c2ccc(O)cc2)c(C)n1CC(C)C | -1 | i | i | i | i | 3 | i | i | i | i | i |
| O=C1/C(=C2\C(=O)N(Cc3ccc(F)cc3)c3ccccc32)SC(=S)N1CCS(=O)(=O)O | · | i | i | i | i | 9 | i | i | i | i | i |
| N#C/C(=C\c1cn[nH]c1-c1ccc(Cl)cc1)C(=O)NCc1ccccc1 | 2 | i | i | i | i | 1 | i | i | i | i | i |
| NNC(=O)CSCc1nc(-c2ccc(Cl)cc2)cs1 | -2 | i | i | i | i | -1 | i | i | i | i | i |
| COc1ccc(N(CC(=O)Nc2ccccc2C(=O)N2CCCC2)S(=O)(=O)c2ccccc2)cc1 | 3 | i | i | i | i | -1 | i | i | i | i | i |
| CN=C(Nc1ccc2c(c1)OCO2)SC1CC(=O)N(c2ccccc2)C1=O (centres undefined) | 2 | i | i | i | 25* | -8 | i | i | i | i | i |
| Cn1cnnc1SCC(=O)NC1CCCN(Cc2ccccc2F)C1 (centres undefined) | 5 | i | i | i | i | 0 | i | i | i | i | i |
| O=C(O)C1CC(=O)N(c2ccc3c(c2)OCCO3)C1 (centres undefined) | 2 | i | i | i | i | 1 | i | i | i | i | i |
| O=S(=O)(c1ccccc1)c1nc(-c2ccco2)oc1N1CCOCC1 | 1 | i | i | i | i | -3 | i | i | i | i | i |
| COc1ccc(-c2csc(/C(C#N)=C/Nc3ccc4c(c3)OCCO4)n2)cc1 | -2 | i | i | i | i | 0 | i | i | i | i | i |
| CCOC(=O)C1(Cc2cccc(Cl)c2)CCCN(C(=O)c2cn[nH]c2)C1 (centres undefined) | -1 | i | i | i | i | 1 | i | i | i | i | i |
| Cc1c(NC(=O)C(C)OC(=O)/C=C/c2ccccc2)c(=O)n(-c2ccccc2)n1C (centres undefined) | -18 | i | i | i | i | -6 | i | i | i | i | i |
| Cc1ccc(C(=O)NN2C(=O)CSC2=S)cc1 | 1 | i | i | i | i | -3 | i | i | i | i | i |
| Cc1ccc(C)c(-c2nnc(NC(=O)C3=COCCO3)o2)c1 | 1 | i | i | i | i | -3 | i | i | i | i | i |
| CCOc1ccc(NC(=O)c2cnccn2)cc1 | 4 | i | i | i | i | -2 | i | i | i | i | i |
| COC(=O)c1ccc(COc2ccc(CNCc3ccc(Cl)cc3)cc2)cc1 | 1 | i | i | i | i | 1 | i | i | · | i | i |
| Cc1ccc(N2C(=O)N(CC(=O)Nc3ccc(C)cc3[N+](=O)[O-])C(=O)C2C)cc1 (centres undefined) | -1 | i | i | i | i | 10 | i | i | i | i | i |
| COc1ccc(OCC(Cn2cnc3ccccc32)OC(C)=O)cc1 (centres undefined) | 1 | i | i | i | i | 3 | i | i | i | i | i |
| O=C(NCc1ccccc1Cl)C1CCN(S(=O)(=O)c2cccs2)CC1 | 1 | i | i | i | i | -2 | i | i | i | i | i |
| Cc1ccc(C(=O)Nc2ccc3c(c2)C(=O)NC3=O)cc1 | -9 | i | i | i | i | -5 | i | i | i | i | i |
| COc1ccccc1CNC(=O)C(=O)NCCC1CCCCN1S(=O)(=O)c1ccccc1 (centres undefined) | · | i | i | i | i | -8 | i | i | i | i | i |
| Cc1ccc(C2C(C(=O)c3cccs3)=C(O)C(=O)N2c2nnc(C)s2)cc1 (centres undefined) | 11 | i | i | i | i | 9 | i | i | i | i | i |
| COC(=O)c1ccc(NC(=S)Nc2cccc(C)n2)cc1 | 3 | i | i | i | i | -13 | i | i | i | i | i |
| CC1OC(O[C@H]2CC[C@]3(C)C4C=C[C@]56OC[C@@]7(CC[C@@H](C)[C@H](C)C75)[C@H](O)C[C@@]6(C)[C@]4(C)CC[C@H]3C2(C)C)C(OC2OC(CO)C(O)C(O)C2OC2OCC(O)C(O)C2O)C(O)C1O (some centres undefined) | · | · | 13* | · | · | 3 | i | · | · | i | -7.5* |
| Cc1c(NC(=O)CN2C(=O)C3C4C=CC(C4)C3C2=O)c(=O)n(-c2ccccc2)n1C (centres undefined) | 11 | i | i | i | i | -2 | i | i | i | i | i |
| Nc1ccccc1C(=O)NCc1ccco1 | -28 | i | i | i | i | -1 | i | i | i | i | i |
| CN(CCc1cnn(C)c1)C(=O)C1CCC(=O)N(CC2CCCCC2)C1 (centres undefined) | -8 | i | i | i | i | 0 | i | i | i | i | i |
| CC1(C)CC(=O)C(C=NCC2CCCO2)=C(O)C1 (centres undefined) | -5 | i | · | i | i | · | · | i | i | · | · |
| CCOP(=O)(/C(C#N)=C(/O)c1ccccc1)c1ccccc1 (centres undefined) | 3 | i | i | i | i | -1 | i | i | i | i | i |
| CCOC(=O)C1(C)NC(c2cccs2)C2C(=O)N(c3ccc(OC)cc3)C(=O)C21 (centres undefined) | -4 | i | i | i | i | 3 | i | i | · | i | i |
| COc1ccc(CC(=O)O/N=C(\N)c2ccc(OC)cc2)cc1 | 4 | i | i | i | i | -3 | i | i | i | i | i |
| C=CCNC(=S)Nc1ccc(OC(F)F)c(Cl)c1 | -6 | i | i | i | i | 12 | i | i | i | i | i |
| O=C(NC1CCCCC1)c1cc(-c2cccc(Cl)c2)on1 | 4 | i | i | i | i | 2 | i | i | i | i | i |
| CCOC(=O)c1c(C)[nH]c(C(=O)N/N=C/c2cccc(OC)c2)c1C | -1 | i | i | i | i | -6 | i | i | i | i | i |
| CC(C)(C)c1ccc(C(=O)Oc2ccccc2CCC(=O)O)cc1 | -1 | i | i | i | i | -13 | i | i | i | i | i |
| CCN(CC)c1ccc(NC(=O)c2cccnc2)c(C)c1 | 2 | i | i | i | i | 8 | i | i | i | i | i |
| C/C(=N\NC(=O)c1cccc(S(=O)(=O)N2CCOCC2)c1)c1ccco1 | 8 | i | i | i | i | 7 | i | i | i | i | i |
| O=C(CN1CCN(CC(=O)Nc2ccccc2Cc2ccccc2)CC1)Nc1ccccc1Cl | -3 | i | i | i | i | 17 | i | i | i | i | i |
| CC1(C)CC(=O)C=C(Nc2ccccc2N)C1 | 0 | i | i | i | i | 16 | i | i | i | i | i |
| CNC(=O)Cc1csc2ccc(Cl)cc12 | -6 | i | i | i | i | 2 | i | i | i | i | i |
| O=C(O)c1cccnc1SCc1ccc([N+](=O)[O-])cc1 | -9 | i | i | i | i | 5 | i | i | i | i | i |
| Cn1c(CCNC(=O)c2ccco2)nc2cc(NC(=O)C3CCCCC3)ccc21 | 1 | i | i | i | i | 5 | i | i | i | i | i |
| O=C(CNC(=O)c1cc(=O)[nH]c2ccccc12)Nc1ccc(F)c(F)c1 | 2 | i | i | i | i | -3 | i | i | i | i | i |
| COc1ccc(Br)cc1S(=O)(=O)n1c([N+](=O)[O-])cnc1C | 4 | i | i | i | i | 1 | i | i | i | i | i |
| COc1ccccc1Cn1c(=O)[nH]c2cccnc21 | ? | i | i | i | i | 4 | i | i | i | i | i |
| CCOC(=O)C1CCN(C(=O)c2ccc(Oc3cc(Cl)cc(Cl)c3)o2)CC1 | 4 | i | i | i | i | 9 | i | i | i | i | i |
| CN1CCN(C(=O)CCNC(=O)Cn2ccc3ccccc3c2=O)CC1 | -9 | i | i | i | i | 0 | i | i | i | i | i |
| N#C/C(=C\c1ccccc1)C(=O)N(c1ccccn1)C1CCCCC1 | 5 | i | i | i | i | 2 | i | 33* | i | i | i |
| O=c1c2c(nc3cc(-c4ccc(F)cc4)[nH]n13)CCCC2 | -6 | i | i | i | i | 4 | i | i | i | i | i |
| Cc1ccc(NC(=O)N2CCCN(C(=O)OC(C)(C)C)CC2)cc1Cl | 4 | i | i | i | i | 0 | i | i | i | i | i |
| CC(=O)OCCCN1C(=O)c2cccc3cc(Br)cc(c23)C1=O | 2 | i | i | i | i | -2 | i | i | · | i | i |
| COc1cccc(C2(O)CC(C(F)(F)F)=NN2C(=O)c2ccccn2)c1 (centres undefined) | -1 | i | i | i | i | -18 | i | i | i | i | i |

Next section.
| compound | HDAC3 inhib | MrgX1 PAM | TRPC6 activator | MrgX1 antag | TMEM16A inh | SKKanGAS inh | TRPC6 inh | MrgX1 agonist | ANO1 activ | RGS4 block | RGS4 pot |
| --- | --- | --- | --- | --- | --- | --- | --- | --- | --- | --- | --- |
| Cc1c(S(=O)(=O)Nc2ccc(Br)cc2)c(=O)n(C)c(=O)n1C | 2 | i | i | i | i | -3 | i | i | i | i | i |
| O=C(COc1ccc(Cl)cc1)NCc1nnc(SCC(=O)Nc2ccc3c(c2)OCCO3)o1 | 7 | i | i | i | i | -15 | i | i | i | i | i |
| Cc1ccsc1C1CC(=O)Nc2ccccc2S1 (centres undefined) | 1 | i | i | i | i | 19 | i | i | i | i | i |
| CCSC1=NN2CCS(=O)(=O)N=C2S1 | -2 | i | i | i | i | 9 | i | i | i | i | i |
| O=C(CN(C(=O)Cn1nnc(-c2ccc(F)cc2)n1)c1ccc(F)c(Cl)c1)NCC1CCCO1 (centres undefined) | -4 | i | i | i | i | -1 | i | i | i | i | i |
| Cc1c(Cl)cccc1NC(=S)N(CCCN1CCOCC1)Cc1ccco1 | -6 | i | i | i | i | 4 | i | i | i | i | i |
